# Source: PubChem
# HDAC3 inh – blocks human histone deacetylase 3; O15379; recombinant HDAC3, fluorogenic peptide/trypsin coupled, fluorescence; inhibition, % at 8.3 µM; actives 0.15% (n = 320,000); in the data active means inhibition above about 26%, passing the limit was not always enough
# Target sequence (O15379 whole entry, looked up): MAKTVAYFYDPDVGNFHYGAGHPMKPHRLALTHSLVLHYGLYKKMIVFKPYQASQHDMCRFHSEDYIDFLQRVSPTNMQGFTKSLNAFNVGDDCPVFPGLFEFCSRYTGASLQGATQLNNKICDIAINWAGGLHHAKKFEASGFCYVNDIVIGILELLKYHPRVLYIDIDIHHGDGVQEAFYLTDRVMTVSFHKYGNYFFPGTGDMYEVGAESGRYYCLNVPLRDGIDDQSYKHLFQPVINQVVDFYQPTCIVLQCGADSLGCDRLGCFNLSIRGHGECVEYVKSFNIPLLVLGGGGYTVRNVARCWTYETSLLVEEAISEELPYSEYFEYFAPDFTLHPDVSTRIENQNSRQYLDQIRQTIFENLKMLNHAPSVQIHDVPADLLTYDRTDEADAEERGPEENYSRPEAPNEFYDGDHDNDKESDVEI
# hERG rescue – hERG (human) protection from proarrhythmic block; CHO-hERG, FluxOR thallium flux, dofetilide IC70 present; activation (rescue from dofetilide block), less the hit threshold, % at 10 µM; actives 0.51% (n = 310,000); AID 1511;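 active means activation above the mean of controls blocked by dofetilide plus 5 SD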;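 further: thallium influx through hERG after potassium depolarization seen as dye fluorescence rise; in these data hits start at about 4.7%; inactives centre near -7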
# GSK3 alpha inh – blocks human GSK-3 alpha kinase. ADP-Glo luminescence, 60 min. AID 2650. P49840. inhibition, % at 10 µM. actives 0.1% (n = 320,000);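 in the data active means inhibition above about 50%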;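 further: GST-tagged GSK-3 alpha with peptide substrate and 25 µM ATP; 0% = DMSO neutral wells and 100% = GW8510 positive control wells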
# KCNK3 inh – human KCNK3 channel inhibition, primary screen. B-score at 10 µM. O14649. AID 602410. CHO-KCNK3 thallium flux, FluxOR fluorescence; active compounds read low. actives 0.84% (n = 340,000);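 active means B-score under library mean minus 4 SD, starting fluorescence ratio at most library mean plus 5 SD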;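 further: more negative B-score means stronger inhibition of thallium flux through KCNK3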
# Target sequence (O14649 whole entry, looked up): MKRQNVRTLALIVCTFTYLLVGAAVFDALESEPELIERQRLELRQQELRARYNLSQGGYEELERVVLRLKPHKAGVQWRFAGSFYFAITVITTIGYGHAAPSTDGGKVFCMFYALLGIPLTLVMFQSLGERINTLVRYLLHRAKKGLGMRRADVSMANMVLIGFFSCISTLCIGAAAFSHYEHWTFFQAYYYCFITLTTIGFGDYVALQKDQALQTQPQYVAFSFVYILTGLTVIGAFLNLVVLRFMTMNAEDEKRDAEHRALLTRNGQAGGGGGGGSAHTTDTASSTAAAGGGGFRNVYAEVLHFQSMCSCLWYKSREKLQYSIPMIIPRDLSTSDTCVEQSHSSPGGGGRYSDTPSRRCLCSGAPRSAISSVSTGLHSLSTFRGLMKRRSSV
# KCNK9 inh – inhibitors of human KCNK9 two-pore domain potassium channel; Q9NPC2; HEK293 KCNK9, FluxOR thallium flux fluorescence; active compounds read low; B-score at 10 µM; actives 1.2% (n = 310,000); AID 488922;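 active means ratio B-score over 3 SD below the library mean, with starting fluorescence within 5 SD of its mean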;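 further: negative B-score means less thallium flux so channel inhibition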
# KCNQ1 block – blocks the human KCNQ1 potassium channel; CHO-K1 KCNQ1, FluxOR thallium flux fluorescence; active compounds read high; actives 1.3% (n = 310,000); AID 2642; B-score at 10 µM; P51787;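 active means compounds whose thallium flux B-score, printed positive for inhibition, exceeds three library SD while starting fluorescence stays within three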;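 further: channel opened by potassium depolarization with thallium stimulus after 20 min compound exposure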
# PolyA inh – yeast polyadenylation inhibition; S. cerevisiae SKY197-pL101 polyadenylation reporter, beta-gal luminescence; efflux-impaired pdr1/pdr3 knockout yeast; score 100 = 6 SD above DMSO; calls only at 12 µM; actives 0.02% (n = 300,000);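 active means lowest replicate activity score at least 50, where 100 means six control SD above control mean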;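 further: yeast exposed to compound for 9 h at 30 °C; higher score means more reporter readthrough which indicates perturbed polyadenylation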
# GSK3beta inhib – human GSK3beta kinase inhibition; GST-GSK3beta kinase, ADP-Glo luminescence, 60 min; active compounds read low; P49841; activity score (negative = inhibition), % at 10 µM; actives 0.038% (n = 300,000);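 active means more than half of replicate wells score below -50%, meaning over 50% inhibition versus plate controls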;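 further: 0% = median DMSO wells and -100% = median GW8510 positive control wells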
#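 Test system – GST-tagged human GSK3beta kinase, cell-free · Incubation – 60 min enzyme reaction, room temperature · Signal – ADP-Glo luminescence · Also added – peptide substrate and ATP at 25 µM · Controls – DMSO neutral wells and GW8510 at 20 µM as positive · Buffer or medium – Tris/MgCl2 kinase buffer · Measure – Luminescence-derived activity versus plate DMSO and GW8510 wells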
# KCNQ1 act – potentiators or activators of human KCNQ1 potassium channel; CHO-K1 KCNQ1, thallium flux FluxOR fluorescence; active compounds read high; B-score at 10 µM; actives 0.35% (n = 310,000);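 active means fluorescence ratio B-score, a plate-corrected score, at least three library SD, with initial intensity B-score within 5 SD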
#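 assay system = KCNQ1-transfected CHO-K1 cells | medium = assay buffer with matched DMSO | probe or stimulus = depolarizing K+/Tl+ stimulus, K2SO4 and Tl2SO4 each 12.5 mM in 5x stock | dosing = single dose | incubation = dye 90 min, compound 20 min, room temperature | detection = kinetic FluxOR fluorescence, 10 s baseline plus 110 s post-stimulus | evaluation = ratio B score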
# DYRK1A inh – blocks rat Dyrk1A kinase activity. ADP-Glo luminescence, NFATc1 peptide. inhibition, % at 12.5 µM. Q63470. actives 0.43% (n = 310,000); in the data active means inhibition above about 50%;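 further: plate controls were vehicle with enzyme for no effect and no enzyme for full effect; many of its hits are not listed in these tables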
# RGS4 pot – potentiators or activators of RGS4. B-score at 10 µM. actives 0.92% (n = 310,000). HEK293 M3R/inducible RGS4, carbachol calcium flux Fluo4; active compounds read low. AID 463111;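 active means B-score of the integrated calcium signal more than 4 SD below the library mean, with starting fluorescence not abnormally high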;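 further: negative B-score means reduced calcium response which marks RGS4 activation or potentiation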
#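 Detection: kinetic calcium fluorescence imaging with Fluo4-AM dye, 2 µM / Material: HEK293 cells with stable M3R and inducible RGS4 / Schedule: recording 10 s baseline at 1 Hz, 100 s post-agonist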
# The depositor's hits bear a star; i = inactive; · = not tested or not shown. Some of the compounds tested; rates above refer to the full screens.
Molecule | KCNK9 inh | DYRK1A inh | KCNK3 inh | PolyA inh | GSK3 alpha inh | KCNQ1 act | HDAC3 inh | RGS4 pot | hERG rescue | KCNQ1 block | GSK3beta inhib
O=C(CSc1oc(-c2ccco2)nc1S(=O)(=O)c1ccccc1)NCC1CCCO1 (configuration not stated) | · | 1 | i | i | 1 | · | 1 | · | · | · | 2
COc1ccc(OC)c(NC(=O)CSc2nnc(C3CCCCC3)o2)c1 | i | -2 | i | i | -2 | i | 7 | i | -6 | i | 0
COc1ccc(N=C2S/C(=C\c3ccc(Cl)c([N+](=O)[O-])c3)C(=O)N2CCN(C)C)cc1 | i | -6 | i | i | -2 | i | 8 | i | -35 | 10* | -1
CC(C)(C)c1ccc(C(=O)O/N=C(\N)c2ccccc2)cc1 | i | -1 | i | i | 6 | i | -2 | i | -5 | i | 6
Cc1cccc(C(=O)OCC(=O)N2CCCC2=O)c1[N+](=O)[O-] | i | 8 | i | i | -1 | i | -2 | i | -15 | i | 0
COc1ccc(S(=O)(=O)NCCc2c[nH]c3ccccc23)cc1OC | i | -4 | i | i | -3 | i | 1 | i | -9 | i | -3
CCCn1c(=O)c(C(=O)NNS(=O)(=O)c2ccc(Cl)cc2)c(O)c2ccccc21 | i | 1 | i | i | -5 | i | -5 | i | -22 | i | 5
Cc1cc(C)cc(NC(=O)c2ccc([N+](=O)[O-])o2)c1 | i | -2 | i | i | · | i | · | i | -6 | i | 1
O=c1ccc(N=Nc2ccccc2)ccc1O | i | 11 | i | i | 2 | 79* | 2 | i | 49* | i | -2
Cc1ccc(S(=O)(=O)NCC(=O)Nc2ccc(C(F)(F)F)cc2)cc1 | i | -4 | i | i | · | i | · | i | -12 | i | -1
Cc1cccc(NC(=O)c2ccc([N+](=O)[O-])s2)c1C | i | -2 | i | i | · | i | 7 | i | -3 | i | 0
O=C(/C=C/c1ccccc1)Nc1ccc(CN2CCOCC2)cc1 | i | 1 | i | i | -2 | i | 0 | i | -4 | i | 6
O=C(CN1CCCCC1)N/N=C/c1ccc(Cl)cc1Cl | i | -2 | i | i | -2 | i | 15 | i | -7 | i | 5
O=C(NCc1ccc2c(c1)OCO2)C1CCCN1C(=O)Nc1ccc(F)cc1 (configuration not stated) | i | -8 | i | i | -5 | i | 2 | i | -9 | i | 3
Cc1ccc(/C=N/N2CCN(Cc3ccccc3)CC2)o1 | i | -1 | i | i | -2 | i | -3 | i | 1 | i | 0
CC(=O)c1ccc(N2CCN(C(=O)CCN3C(=S)NC(C)(C)CC3C)CC2)cc1 (configuration not stated) | i | · | i | i | · | i | 8 | i | -12 | i | ·
O=C(CCNC(=O)c1ccc(Br)cc1)NCc1cccnc1 | i | -3 | i | i | -1 | i | 0 | i | -9 | i | 1
Cc1ccc(C)n1-c1nnc(N2CCC(C(=O)NCCCN3CCN(C)CC3)CC2)s1 | i | 2 | i | i | 0 | i | 6 | i | -6 | i | -7
COc1cccc(/C=C2\SC(=S)N(N3C(=O)CCCC3=O)C2=O)c1 | i | -2 | i | i | -2 | i | 3 | i | -13 | i | 1
CC(C)NC(=S)NNc1ncnc2sc3c(c12)CC(C)(C)OC3 | i | · | i | i | 3 | i | 6 | i | -7 | i | -3
Cc1cc(C)c(S(=O)(=O)NCC2CCC(C(=O)NCc3ccc4c(c3)OCO4)CC2)c(C)c1 (configuration not stated) | i | -1 | i | i | 0 | i | -4 | i | -6 | i | 3
COC(=O)c1c(NC(=O)c2ccoc2C)sc2c1CCC2 | i | -2 | i | · | 2 | i | -3 | i | -17 | i | -6
O=C(Nc1ccccc1)Nc1ccc(C(=O)N2CCOCC2)cc1 | i | 4 | i | i | 3 | i | -7 | i | -13 | i | -3
COCCNC(=O)C1CC(c2ccc([N+](=O)[O-])cc2)=NO1 (configuration not stated) | i | 7 | i | · | 1 | i | -3 | i | -4 | i | 3
CC(=O)c1ccc(N2CCN(C(=O)Nc3ccc(Cl)cc3)CC2)cc1 | i | -4 | i | i | -2 | i | 7 | i | -14 | i | 0
Cc1ccc(-c2nn(CC(=O)NC(C)c3ccccc3)c(=O)c3ccccc23)cc1 (configuration not stated) | i | 0 | i | i | -3 | i | 3 | i | 4 | i | 1
CCCCC1S/C(=N/N=C/c2ccco2)NC1=O (configuration not stated) | i | -8 | i | i | 0 | i | 11 | i | -6 | i | 1
CC1CCc2nc(NC(=O)c3ccc(N4C(=O)CCC4=O)cc3)sc2C1 (configuration not stated) | i | 56* | i | i | 1 | i | 3 | i | -12 | i | 1
CC(=O)c1c(C)n(-c2ccc(C)cc2)c2ccc(O)cc12 | i | -3 | i | i | -2 | i | -3 | i | -7 | i | 0
CCOc1ccc(NC(=S)N2CCN(c3ccc(N4CCOCC4)nn3)CC2)cc1 | i | -2 | i | i | 1 | i | -7 | i | -3 | i | 0
CCN(CC)C(=O)C1CCCN(Cc2ccc(N(C)C)cc2)C1 (configuration not stated) | i | 3 | i | i | -3 | i | -4 | i | -15 | i | -4
COCCCNC(=O)CCn1c(=O)c2ccccc2n(CC(=O)NCCc2ccc(OC)c(OC)c2)c1=O | i | 4 | i | i | -1 | i | 5 | i | -8 | i | 2
O=C(Nc1ccc(Cl)cc1)c1ccc(-n2cccn2)c([N+](=O)[O-])c1 | i | -8 | i | i | -1 | i | 2 | i | -7 | i | -4
C=C1c2cc(C)ccc2NC(=O)N1c1ccc(C)cc1 | i | -3 | i | i | 0 | i | -1 | i | -10 | i | 1
CC(O)CNCCCOc1ccc(Cl)cc1C(C)(C)C (configuration not stated) | i | · | i | i | 4 | i | 5 | i | -18 | i | -1
O=c1[nH]c(/C=C\c2cccc(O)c2)nc(O)c1[N+](=O)[O-] | i | -2 | i | i | -7 | i | 9 | i | -6 | i | -1
O=C(NNC(=O)c1ccncc1)c1ccccc1 | i | -3 | i | i | -2 | i | 1 | i | -6 | i | 0
COc1ccc(O)c(C(=O)c2cnn(C(=O)c3cc(C)oc3C)c2)c1 | i | 1 | i | i | 1 | i | -1 | i | -4 | i | -2
O=C(CN1c2ccccc2S(=O)(=O)c2ccccc21)NCc1ccccc1 | i | -6 | i | i | 4 | i | -3 | i | -8 | i | 2
CC(NC(=O)c1cc2ccccc2o1)c1ccccc1 (configuration not stated) | i | 4 | i | i | -2 | i | -4 | i | -3 | i | 2
C=CCSC1=C(C#N)C(c2ccccc2OCC)CC(=O)N1 (configuration not stated) | i | -4 | i | i | -1 | i | -3 | i | -5 | i | 0
CC(=O)Nc1sc(C)c(C)c1C(=O)OCC(=O)Nc1cc(S(C)(=O)=O)ccc1Cl | i | -1 | i | i | 2 | i | -2 | i | -11 | i | -1
O=C(N[C@@H](Cc1ccccc1)C(=O)NCCc1c[nH]c2ccccc12)c1ccco1 | i | 0 | i | i | -2 | i | -4 | i | -9 | i | 1
Cc1ccc(N(C(=O)c2snc(C(N)=O)c2N)C(C(=O)NC2CCCC2)c2ccncc2)cc1 (configuration not stated) | i | 3 | i | i | 1 | i | 12 | i | -8 | i | -3
COc1ccc(C)cc1NC(=O)C1CCN(S(=O)(=O)c2ccccc2)CC1 | i | -3 | i | i | 3 | i | -14 | i | -7 | i | 0
COc1ccc(N(C(=O)c2ccco2)C(C(=O)NC2CCCC2)c2ccco2)cc1OC (configuration not stated) | i | 1 | i | i | 1 | i | 0 | i | -6 | i | -11
Cc1ccc(NC(=S)N(N)CCO)cc1 | i | -2 | i | i | -2 | i | 6 | i | -4 | i | -2
COc1cccc(CN2CC(C(=O)N(C)CC3CCOCC3)CCC2=O)c1 (configuration not stated) | i | 0 | i | i | -1 | i | -1 | i | -8 | i | 2
COc1ccc(/C=N\Nc2ccc([N+](=O)[O-])cc2[N+](=O)[O-])c(C(=O)O)c1OC | i | 4 | i | i | 0 | i | 5 | i | -4 | i | 2
Cc1cccc2cc(-c3nc4ccc(C(=O)O)cc4[nH]3)c(=O)oc12 | i | 32 | i | i | 2 | i | -4 | i | -3 | i | 0
N#CCC(=O)Nc1ccc(C(=O)NCc2cccc(Cl)c2)cc1 | i | -6 | i | i | -1 | i | -7 | i | -7 | i | -2
Cn1cc(C2N3CC4(C)CN2CC(C)(C3)C4=O)c2ccccc21 (configuration not stated) | i | -3 | i | · | 6 | i | 1 | i | -13 | i | 3
COc1ccc2cc(CN(CC3CCCO3)C(=S)NCc3ccco3)c(=O)[nH]c2c1 (configuration not stated) | i | -1 | i | i | 1 | i | 5 | i | -10 | i | 0
Cc1cccc(C(=O)NNC(=O)C2CC2)c1 | i | -2 | i | i | 3 | i | -9 | i | -10 | i | 1
NC(=O)[C@@H]1CCCCNc2c(I)cc([N+](=O)[O-])cc2C(=O)N[C@@H](CCC(=O)O)C(=O)N[C@@H](CO)C(=O)N1 | i | 5 | i | i | 0 | i | -2 | i | -8 | i | -2
CCCCCCSc1ncc(C#N)c(N)n1 | i | -2 | i | i | 1 | i | -3 | i | -3 | i | 0
O=C(CCNS(=O)(=O)c1cccs1)NCc1cccs1 | i | 2 | i | i | · | i | 0 | i | -11 | i | -3

# Rewritten with two lines to a compound: four of the compounds above.
# Second line of a record: KCNK9 inh, DYRK1A inh, KCNK3 inh, PolyA inh, GSK3 alpha inh, KCNQ1 act, HDAC3 inh, RGS4 pot, hERG rescue, KCNQ1 block, GSK3beta inhib
> COc1ccc(O)c(C(=O)c2cnn(C(=O)c3cc(C)oc3C)c2)c1
 : i, 1, i, i, 1, i, -1, i, -4, i, -2
> COCCCNC(=O)CCn1c(=O)c2ccccc2n(CC(=O)NCCc2ccc(OC)c(OC)c2)c1=O
 : i, 4, i, i, -1, i, 5, i, -8, i, 2
> CC(O)CNCCCOc1ccc(Cl)cc1C(C)(C)C (configuration not stated)
 : i, ·, i, i, 4, i, 5, i, -18, i, -1
> O=C(CCNS(=O)(=O)c1cccs1)NCc1cccs1
 : i, 2, i, i, ·, i, 0, i, -11, i, -3

# Whole records from above:
# Record of Cc1ccc(N(C(=O)c2snc(C(N)=O)c2N)C(C(=O)NC2CCCC2)c2ccncc2)cc1 (configuration not stated) → KCNK9 inh: i; DYRK1A inh: 3; KCNK3 inh: i; PolyA inh: i; GSK3 alpha inh: 1; KCNQ1 act: i; HDAC3 inh: 12; RGS4 pot: i; hERG rescue: -8; KCNQ1 block: i; GSK3beta inhib: -3
# Record of Cc1cccc(NC(=O)c2ccc([N+](=O)[O-])s2)c1C → KCNK9 inh: i; DYRK1A inh: -2; KCNK3 inh: i; PolyA inh: i; GSK3 alpha inh: ·; KCNQ1 act: i; HDAC3 inh: 7; RGS4 pot: i; hERG rescue: -3; KCNQ1 block: i; GSK3beta inhib: 0
